# TDP1 inh: TDP1 (human) enzyme inhibition. Potency, µM (series often up to 130 µM), without a hit: at the top dose activity change, negative = inhibition, usual class: inhibitors. recombinant TDP1, AlphaScreen DNA substrate cleavage. 350,000 tested, 0.28% active; further: nearly all actives have a fitted effect of over 40% in size
# Target sequence (Q9NUW8 whole entry, looked up): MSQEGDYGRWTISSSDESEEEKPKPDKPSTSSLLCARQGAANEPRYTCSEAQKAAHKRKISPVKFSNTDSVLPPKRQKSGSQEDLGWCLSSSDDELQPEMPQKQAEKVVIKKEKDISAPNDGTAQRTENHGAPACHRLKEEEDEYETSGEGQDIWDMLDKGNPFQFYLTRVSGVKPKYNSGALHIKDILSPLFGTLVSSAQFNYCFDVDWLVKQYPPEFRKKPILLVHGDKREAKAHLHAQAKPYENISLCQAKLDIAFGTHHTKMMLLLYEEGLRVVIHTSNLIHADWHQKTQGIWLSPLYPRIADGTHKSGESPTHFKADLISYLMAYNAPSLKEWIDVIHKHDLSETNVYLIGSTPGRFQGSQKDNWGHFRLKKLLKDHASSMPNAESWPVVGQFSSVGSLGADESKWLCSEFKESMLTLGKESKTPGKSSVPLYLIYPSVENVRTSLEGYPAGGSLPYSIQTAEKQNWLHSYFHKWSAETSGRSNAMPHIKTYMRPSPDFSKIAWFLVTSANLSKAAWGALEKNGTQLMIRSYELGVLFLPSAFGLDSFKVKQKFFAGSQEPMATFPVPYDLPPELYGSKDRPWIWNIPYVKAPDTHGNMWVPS
#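 Enzyme-compound mixtures sat 15 min at room temperature, followed by a 5 min reaction with 15 nM final substrate and 10 min with AlphaScreen beads. Recombinant human Tdp1 was used at 1 nM final.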
# TDP1 cell CPT: DT40-hTDP1 cell growth loss with CPT; chicken DT40 Tdp1-/-;hTDP1 cells + 20 nM CPT, ATP luminescence, 48 h; Potency, µM (series often up to 46.2 µM), for inactives: at the highest dose activity change, negative = growth inhibition, actives largely listed as inhibitors; 420,000 tested, 12% active; further: nearly all actives have a fitted effect of over 55% in size
#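 Chicken DT40 Tdp1-/- cells stably complemented with human TDP1 were seeded at 400 cells/well in medium containing 20 nM camptothecin, exposed to pin-transferred compounds, and grown at 37 °C for at least 48 hr. Viability was read as ATP luminescence.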
# TDP1 cell noCPT: qHTS for Inhibitors of human tyrosyl-DNA phosphodiesterase 1 (TDP1): qHTS in cells in absence of CPT. DT40 Tdp1-/- hTDP1 cells, no CPT, ATP luminescence, 48 h. Potency, µM (top dose mostly 46.2 µM), for inactives: top-dose activity change, negative = growth inhibition, actives largely listed as inhibitors. 420,000 tested, 15% active. AID 686978, 2013; further: nearly all actives have a fitted effect of over 55% in size
#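 Readout: luminescence from CellTiter-Glo after 30 min in the dark at RT. Cells: DT40 Tdp1-/- with stable hTDP1, 400/well. Exposure: compounds alone, ≥48 hr, 37 °C.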
# Active calls of the source: *; ? = inconclusive; / = not tested or not shown; & = joins results of further samples; [ ] = another dose, or the depositor's remark. The call rests on the fitted dose curve; in most records, active means well fitted curve in the direction sought with a large enough effect; inconclusive means small, poorly fitted or top-dose-only effect, or another doubt; inactive means no such curve, though single readings can be large; an effect the other way counts as inactive or inconclusive. On the % scale 0 is the no-effect control and ±100 the full control effect; potency means the concentration at half of the fitted maximal effect. Compounds as they come. About 18% of those tested had a hit in this group.
SMILES,TDP1 inh,TDP1 cell CPT,TDP1 cell noCPT
COc1cccc2cc(C(=O)C3=C(O)C(=O)N(CCN4CCOCC4)C3c3cccc(Cl)c3)oc12 (stereo not drawn),-4.3%,?,-23.1%
CCS(=O)(=O)c1ncc(N(Cc2ccco2)Cc2sccc2C)c(C(=O)Nc2cc(C)ccc2C)n1,2.6%,?,20.6µM*
O=C(Nc1ccc(F)cc1)C1CCCN(S(=O)(=O)c2cccc3nonc23)C1 (stereo not drawn),3.7%,-10.8%,-20.8%
O=C(O)CC(C(=O)O)N1C(=O)/C(=C/c2ccc(-c3nc4ccccc4s3)o2)SC1=S (stereo not drawn),/,1.6%,-5.7%
CN(C)C(=O)c1cccn1-c1ncc(C(F)(F)F)cc1Cl,5.9%,2.5%,4.3%
O=C(Nc1nnc(S(=O)(=O)N2CCOCC2)s1)c1cccc(F)c1,-3.9%,12.0%&2.9%,?
O=C(CN(C(=O)CCC(=O)Nc1nccs1)c1cccc(F)c1)NCc1ccc2c(c1)OCO2,-6.6%,-23.9%,-10.8%
CN(Cc1ccc(F)cc1)C(=O)c1cc(COc2ccc(F)cc2F)on1,-1.2%,-12.3%,-18.0%
COc1cnn(-c2cc(Oc3ccc(C)cc3)ncn2)c(=O)c1Cl,0.0%,-13.5%,-24.4%
CC1(c2ccc(C#N)cc2)NC(=O)N(CC(=O)Nc2cc(S(=O)(=O)N3CCOCC3)ccc2Cl)C1=O (stereo not drawn),4.9%,?,-25.7%
CC1=CC(C)(C)N(C(=O)CSc2ncn[nH]2)c2ccccc21,-2.2%,-7.5%,-4.1%
CCSC1=N/C(=C\c2cccnc2)C(=O)N1c1ccccc1,0.0%,?,?
O=C(CSc1nnc(-c2ccccc2F)n1C1CC1)NCc1ccco1,0.0%,11.8%,-5.6%
CC(=O)N(Cc1c(C#N)c2ccccc2n1C)c1ccccc1,3.0%[56.1 µM],4.2%,-8.9%
O=S(=O)(c1ccc2c(c1)OCCO2)N1CCN(CCc2ccccc2)CC1,3.1%,-28.9%,-13.2%
CC(=O)c1ccc(NC(=O)CN2CCN(c3ccccc3)CC2)cc1,/,-7.0%,2.8%
Cc1ccc(NC(=O)NNS(=O)(=O)c2ccc(Br)cc2)cc1,-2.9%,-3.9%,-15.3%
CCSC1=NCCN1C(=O)c1ccc(S(=O)(=O)N(C)C)cc1,3.5%,-17.9%,6.5%
COc1ccc(Br)cc1CN(C)CC(=O)Nc1cccc(S(=O)(=O)N2CCCC2)c1,2.2%,14.6µM*,10.3µM*
COCCCN=C1NN=C(c2cc(C)n(Cc3ccco3)c2C)CS1,8.2%,0.651µM*,0.0291µM*
COC(=O)[C@@H](NC(=O)c1ccccc1)[C@@H](C)O,/,2.6%,-5.9%
O=C(CSc1nccc(=O)[nH]1)NC1CCCc2ccccc21 (stereo not drawn),1.2%,5.9%,-7.4%
COc1ccc(-c2nc(CS(=O)(=O)CC(=O)NCCCc3ccccc3)c(C)o2)cc1,2.6%,-16.3%,?
CCCCNC(=O)c1nc(C2CCNCC2)oc1-c1ccccc1,/,?,?
O=C(O)c1cccnc1SC1CC(=O)N(Cc2ccccc2)C1=O (stereo not drawn),6.5%,14.6µM*,20.6µM*
O=C1CC(c2ccccc2)c2cccc(F)c21 (stereo not drawn),/,-1.6%,-25.6%
CCC1=Nc2cc(C(=O)NC3CCCC3)ccc2Sc2ccc(Br)cc21,7.5%,0.731µM*,0.731µM*
CCc1nc(C)cn1S(=O)(=O)c1ccc2c(c1)OCCO2,/,-1.8%,?
COC(=O)C1=C(C)N(c2ccc(OC)cc2)C(C)=C(C(=O)OC)C1c1ccccc1,2.7%,?,20.6µM*
Cc1ccc(C(=O)CSc2nnc(-c3ccccc3N)n2C)cc1,3.9%,-4.6%,-18.1%
COc1ccc(/C=N/N=C2\CC3CCC2(C)C3(C)C)cc1O (stereo not drawn),5.6%,-7.1%,-22.6%
Oc1c(Br)cc(Br)cc1CNc1ccccn1,-1.4%,-11.2%,-14.2%
N/C(=N\OC(=O)c1cccs1)C1(c2ccc(Cl)cc2Cl)CC1,0.0%,0.1%,-12.3%
Cc1cccc(-c2nnc(SCC(=O)Nc3nc4c(s3)CCCC4)n2C)c1,2.5%,-12.1%,-19.5%
Cc1cc(C(=O)NCCN2Cc3ccccc3OC(c3ccccc3F)C2)no1 (stereo not drawn),/,-4.0%[9.04 µM],-10.0%
COc1ccc(C)cc1S(=O)(=O)N1CCN(c2cccc(Cl)c2)CC1,-0.6%,20.6µM*,?
OCCC1CN(Cc2cccn2-c2nccs2)CCN1CCc1ccccc1 (stereo not drawn),3.6%,0.2%,-21.4%
COc1ccc(CNC(=O)c2cc(C)nc3ccccc23)cc1OC,-2.6%,3.4%,-22.5%
COC(=O)C1=C(C)N(c2ccccc2)/C(=C/c2cccs2)C1=O,-0.9%,-28.0%,?
CCOC(=O)C(=O)NNc1ccccc1C,0.0%,18.8%,-1.8%

# Single entries from the list:
# OCCC1CN(Cc2cccn2-c2nccs2)CCN1CCc1ccccc1 (stereo not drawn) in TDP1 cell noCPT is listed with -21.4%
# CCOC(=O)C(=O)NNc1ccccc1C in TDP1 inh is listed with 0.0%
# O=C(CSc1nccc(=O)[nH]1)NC1CCCc2ccccc21 (stereo not drawn) in TDP1 cell noCPT is listed with -7.4%

# Next part.
SMILES,TDP1 inh,TDP1 cell CPT,TDP1 cell noCPT
COc1ccc(CSc2nc(C)[nH]c2[N+](=O)[O-])cc1[N+](=O)[O-],6.5%,14.2%,-9.5%
COc1ccccc1C(=O)Nc1nnc(SCC(=O)NCc2ccco2)s1,5.2%,?,?
O=C(CC1C[C@H](C(=O)N2CCOCC2)[C@@]2(CCC3CCCC3)c3[nH]c4ccccc4c3CCN2C1=O)NCC12CC3CC(CC(C3)C1)C2 (stereo partly drawn),2.0%,16.4µM*,16.4µM*
COc1cc(C(=O)OCC(=O)Nc2cc(S(=O)(=O)N3CCOCC3)ccc2C)ccc1OCC(C)C,/,-10.8%,?
COc1ccc(CNC(=O)CN(C(=O)c2snc(C(N)=O)c2N)c2cccc(F)c2)cc1,-1.3%,-8.3%,?
Cc1ccc(NC(=S)N2CCN(S(=O)(=O)c3ccc(C)cc3)CC2)cc1,0.6%,-18.6%,-17.3%
Cc1ccc(C)c(NC(=O)CN(C)C(=O)c2cccc(S(=O)(=O)N3CCCC3)c2)c1,5.8%,5.4%,-0.8%
CC(C)CCN1C(=O)c2ccccc2C1C(=O)NCc1cccnc1 (stereo not drawn),/,1.8%,2.8%
O=c1[nH]c(C2CCN(S(=O)(=O)c3ccccc3C(F)(F)F)CC2)nc2c1nnn2Cc1ccccc1,/,?,?
CC(OC(=O)C1=COCCO1)C(=O)NC1CCCCC1C (stereo not drawn),1.4%,-6.5%,-16.7%
O=S1(=O)N[C@@H](Cc2ccccc2)COc2cccc(N3CCC[C@@H]3CO)c21,/,-12.1%,-28.8%
O=C(NC(=S)Nc1cccc(O)c1)c1cncc(Br)c1,/,-10.4%,-6.8%
O=C(NCC(=O)N1CCN(c2ccccc2O)CC1)c1ccc2ccccc2c1,2.8%,18.4µM*,?
COC1=C(N)C(=O)c2nc(-c3nc(C(=O)O)c(C)c(-c4ccc(OC)c(OC)c4O)c3N)ccc2C1=O,-2.7%,0.0411µM*,0.103µM*
Cc1ccc2c(c1)N(CC(=O)NCCCN1CCCCC1)C(=O)CO2,/,2.2%,-15.1%
CCCOC(=O)c1cc(=O)[nH]c2ccccc12,3.9%,-8.5%,5.7%
Cc1ccc(NS(=O)(=O)c2c(C)[nH]c(C)c2C(=O)N2CCCC2)cc1Cl,7.2%,?,?
COc1cc(NC(=O)c2nccn2C)cc(C(=O)Nc2cccc(C(F)(F)F)c2)c1,3.5%,?,6.51µM*
CC(c1ccccc1)N1CC(C(=O)N2CCN(c3ccccc3)CC2)CC1=O (stereo not drawn),4.9%,-2.6%,-13.4%
C=CCOc1ccc(C2C(C#N)=C(N)N(N(C)C)C3=C2C(=O)CCC3)cc1 (stereo not drawn),/,-2.8%,-19.2%
COc1ccccc1NC(=O)c1ccc(-c2ccccc2[N+](=O)[O-])o1,-3.7%,8.4%,?
CCOc1ccc(NC(=O)c2ncoc2-c2ccco2)cc1,6.2%,?,-37.2%
CC1=C(C(=O)N2CCCCCC2)CC(CC(=O)NC2CCCC2)C(=O)N1Cc1ccc(C(C)(C)C)cc1 (stereo not drawn),/,?,?
CCCn1c(SCC(=O)NCc2ccc3c(c2)OCO3)n[nH]c1=O,1.7%,1.5%,0.3%
O=[N+]([O-])c1cc(Cl)cc(C2=NCCN2)c1,3.0%,18.4µM*,?
O=C(N/N=C/C=C\c1ccccc1[N+](=O)[O-])c1cccs1,-1.4%,?,?
Cc1ccn(C(=O)c2cc3c(C)nn(-c4ccccc4)c3s2)n1,1.0%,5.7%,-0.1%
COc1ccc(OC(=O)N(C)C[C@@H]2OCc3cn(nn3)CCCC(=O)N([C@H](C)CO)C[C@H]2C)cc1,/,0.9%,20.7%
CC1CCN(C(=O)CN(Cc2ccc(Cl)cc2)S(C)(=O)=O)CC1,3.8%,-14.7%,?
Cc1cc(C)c(S(=O)(=O)c2ccccc2)c(N2CCOCC2)n1,2.9%,-14.8%,-19.1%
CCOC(=O)c1c(-c2ccc(Cl)cc2)c(C#N)c(=O)n(N)c1N,2.8%,?,0.517µM*
COc1cccc(-c2cc(C(F)(F)F)n3ncc(C(=O)N4CCc5ccccc5C4)c3n2)c1,2.5%,16.4µM*,18.4µM*
Cc1ccc(NC(=O)C(=O)NCc2ccco2)cc1,-4.8%[12.3 µM],-1.3%,3.7%
CCCCNC(=O)CCn1c(=O)c2ccccc2n(Cc2ccccc2C#N)c1=O,1.8%,-4.2%,-23.9%
CCn1c(C(=O)N2CCC(C(=O)NCc3cccs3)CC2)cc2sccc21,2.0%,-19.9%,?
CCS(=O)(=O)c1nc(S(=O)(=O)c2ccc(C)cc2)c(N2CCC(O)CC2)s1,1.7%,-6.2%,9.2%
CSc1cccc(CNC(=O)C2CCC(=O)N(CCc3ccccn3)C2)c1 (stereo not drawn),0.8%,7.3%,-0.2%
COc1ccccc1CNC(=O)C1CSC2(C)CCC(=O)N12 (stereo not drawn),0.1%,1.1%,-1.9%
O=C1C[C@H]2C=CCc3cccc(c32)CN1Cc1cccc(F)c1,/,15.8µM*,10µM*
O=C(CSc1nccc(=O)[nH]1)NN(c1ccccc1)c1ccccc1,0.6%,-9.5%,2.0%
COc1ccc(Sc2ccc(NC(=O)c3cccc(Cl)c3)cc2C#N)cc1,/,?,23.1µM*
CC1CN(S(=O)(=O)c2ccc(C(=O)Nc3nccs3)cc2)CC(C)O1 (stereo not drawn),1.4%,-4.6%,-21.2%
CCOC(=O)c1c(C)nc(C)c(C(=O)OCC)c1-c1ccc(O)c(OC)c1,0.0%,?,-26.4%
CC(NC(=O)C1CC1)C(c1cccs1)N1CCOCC1 (stereo not drawn),0.6%,-9.8%,5.2%
CCCC1=C([O-])C2N=CC=CC2=[N+](c2ccccn2)C1=O (stereo not drawn),0.0%,-8.6%,-7.3%
Cc1ccsc1C(=O)OCC(=O)Nc1cccc(S(=O)(=O)N2CCOCC2)c1,2.7%,9.0%,4.5%
CCOc1ccc(NC(=O)CC2C(=O)N(c3cccc(C)c3)C(=O)N2Cc2cccs2)cc1 (stereo not drawn),2.8%,?,20.6µM*
CC(C)N(C(=O)CN1C(=O)NC(c2ccccc2)(c2ccccc2)C1=O)C(C)C,3.3%,?,?
CCC(=O)NC(=S)Nc1ccccc1C(F)(F)F,/,-5.0%,-20.6%
CCOC(=O)c1noc2ncnc(Nc3cc(Cl)c(OC)cc3OC)c12,5.8%,-11.9%,9.9%
Nc1nnc(-c2cccc(F)c2)s1,/,-0.6%,-3.5%
CCOC(=O)c1ccccc1NC(=S)N1CCC(C)CC1,?,8.0%,-25.3%
CN(Cc1cccnc1)C(=O)CNC(=O)COc1ccccc1,0.9%,20.9%,1.0%
N#Cc1ccc(OC(=O)c2cc(-c3ccc4c(c3)OCCO4)on2)cc1,4.7%,-1.9%,-10.0%
COc1ccc2c(c1)CCc1cnc(-n3ncc(C(=O)NCc4cc(C)no4)c3C3CC3)nc1-2,/,2.8%[9.04 µM],-12.2%
COc1ccc2oc(C(=O)NCCc3ccccc3)c(C)c2c1,/,0.1%,?

# One compound at a time, from the list above:
# Cc1ccsc1C(=O)OCC(=O)Nc1cccc(S(=O)(=O)N2CCOCC2)c1 across the screens: TDP1 inh = 2.7%; TDP1 cell CPT = 9.0%; TDP1 cell noCPT = 4.5%
# N#Cc1ccc(OC(=O)c2cc(-c3ccc4c(c3)OCCO4)on2)cc1 across the screens: TDP1 inh = 4.7%; TDP1 cell CPT = -1.9%; TDP1 cell noCPT = -10.0%
# CCCC1=C([O-])C2N=CC=CC2=[N+](c2ccccn2)C1=O (stereo not drawn) across the screens: TDP1 inh = 0.0%; TDP1 cell CPT = -8.6%; TDP1 cell noCPT = -7.3%
